UDG counterscr – UDG inhibition counter-screen. 0.14% of 91,000 active. AID 1347430. FRET deamination/UDG coupled assay, UDG read, 4 h. Potency, µM (doses to about 115 µM), for inactives: at the highest dose activity change, negative = inhibition, hits mostly inhibitors; also: nearly all actives have a fitted effect of over 65% in size
AID inhibitor – inhibitors of human activation induced cytidine deaminase; Q9GZX7; AID deamination FRET fluorescence, UDG-coupled, 4 h; Potency, µM (top dose mostly 115 µM), inactives show at the highest dose activity change, negative = inhibition, actives largely listed as inhibitors; 0.32% of 91,000 active; AID 1347428; also: nearly all actives have a fitted effect of over 25% in size
Target sequence (Q9GZX7 whole entry, looked up): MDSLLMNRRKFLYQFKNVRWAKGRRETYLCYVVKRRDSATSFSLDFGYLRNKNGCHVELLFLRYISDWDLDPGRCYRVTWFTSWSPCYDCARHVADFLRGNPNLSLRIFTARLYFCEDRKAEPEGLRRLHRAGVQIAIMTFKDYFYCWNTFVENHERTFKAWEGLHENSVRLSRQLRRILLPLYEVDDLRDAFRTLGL
Starred values were filed as active, the others as inactive; ? = inconclusive; & = joins results of further samples; [ ] = remark or other dose. Calls follow the shape of the dose curve; as a rule, active = well fitted curve in the direction sought with a large enough effect; inconclusive = small, poorly fitted or top-dose-only effect, or another doubt; inactive = no such curve, though single readings can be large; an effect the other way counts as inactive or inconclusive. % is scaled to controls: 0 for no effect and ±100 for the full control effect; potency is read from the fitted curve at half-maximal effect. The list is partial, so the mix of outcomes need not match the whole.

SMILES	UDG counterscr	AID inhibitor
CCCCn1c(N)c(N(CC(C)C)C(=O)c2cc3c(s2)CCC(C)C3)c(=O)[nH]c1=O (configuration not stated)	3.2%	-0.8%
COc1cc(C2c3c(oc4ccccc4c3=O)C(=O)N2Cc2ccccc2Cl)ccc1O (configuration not stated)	-3.0%	0.4%
O=C(Cn1nc(C(F)(F)F)c2c1CCCC2)Nc1ccc(Br)cc1	-4.9%	-2.3%
COc1ccc(NC(=O)CSc2nc(-c3ccccc3)nc3c2Cc2c(CO)cnc(C)c2O3)cc1Cl	0.4%	17.5%
COc1ccc(OCC(=O)Nc2ccc(-c3nc4cc(C)c(C)cc4o3)cc2)cc1	-2.2%&-1.1%	-25.0%&-0.5%
COc1cc(NC(=O)C(Cc2ccccc2)NS(=O)(=O)c2cccs2)cc(OC)c1 (configuration not stated)	-14.8%	7.8%
COc1cccc(N2CCN(C(=O)CCn3nc(C)c(S(=O)(=O)N4CCCC4)c3C)CC2)c1	4.2%	-1.2%
CC(Oc1ccccc1)C(=O)Nc1ccc(OCc2cc(=O)n3ccsc3n2)cc1 (configuration not stated)	2.0%	-11.9%
O=C(CSc1nc2c([nH]c3ccccc32)c(=O)n1-c1ccc(Cl)cc1)N1CCOCC1	-0.7%	20.0%
Cc1ccc(-c2noc(-c3ccccc3NC(=O)C3CC(=O)N(c4cccc(C)c4)C3)n2)cc1 (configuration not stated)	2.2%	-1.8%
CC(N)CC(C)(C)c1ccccc1 (configuration not stated)	5.4%	5.9%
OC(COc1ccccc1F)CN(Cc1ccccc1)CC(O)COc1ccccc1F (configuration not stated)	-20.1%	-27.3%
Cc1ccc(C)c(C(NC(=O)c2ccccc2F)c2cccnc2)c1 (configuration not stated)	1.4%	0.1%
Cc1ccc(NC(=O)C(C)SC(c2ccccc2)c2ccccc2)cc1F (configuration not stated)	-0.9%	-12.4%
CCNC(=O)c1c(NC(=O)c2ccc(C)cc2)sc2c1CCCC2	7.6%	6.2%
COc1ccc(C(CNC(=O)c2oc3ccc(Cl)cc3c2C)N2CCCCC2)cc1 (configuration not stated)	-11.4%	0.0%
Cc1ccc2oc(=O)c3cc(C(=O)NCCc4ccc(Cl)cc4)sc3c2c1	0.2%	5.8%
Cc1ccc(OCC(=O)N2CCN(c3ncccn3)CC2)c(C)c1	0.0%	-0.9%
CCOc1ccc(NC(=O)CSc2oc(-c3cccs3)nc2S(=O)(=O)c2ccc(C)cc2)cc1	-12.1%	11.7%
COc1ccc(CNC(=O)CN(C)S(=O)(=O)c2ccc3c(c2)c(=O)n(C)c(=O)n3C)cc1	-0.6%	-11.0%

Single values from above.
Cc1ccc(NC(=O)C(C)SC(c2ccccc2)c2ccccc2)cc1F (configuration not stated) in UDG counterscr is entered as -0.9%
Cc1ccc2oc(=O)c3cc(C(=O)NCCc4ccc(Cl)cc4)sc3c2c1 in UDG counterscr is entered as 0.2%
COc1ccc(C(CNC(=O)c2oc3ccc(Cl)cc3c2C)N2CCCCC2)cc1 (configuration not stated) in AID inhibitor is entered as 0.0%
CCOc1ccc(NC(=O)CSc2oc(-c3cccs3)nc2S(=O)(=O)c2ccc(C)cc2)cc1 in AID inhibitor is entered as 11.7%

Going on with the list:
SMILES	UDG counterscr	AID inhibitor
Cn1c(C(=O)N2CCN(C(=O)c3cccc(F)c3)CC2)cc2ccccc21	-14.1%	-14.2%
O=C(O)CCCNc1cc(N2CCN(C3CCCCC3)CC2)c2noc3c2c1C(=O)c1ccccc1-3	-0.6%	-4.9%
C=CCNC(=O)C(C#N)c1nc2ccccc2nc1N1CCCCC1 (configuration not stated)	-7.9%	-1.9%
CCn1c2ccccc2c2nnc(SCC(=O)Nc3ccccc3OC)nc21	-2.1%	6.8%
O=C1CSc2sc(=S)sc2SC1	-19.8%	2.1%
CCCC(O)c1nc2ccccc2n1CCCCOc1ccc(OC)cc1 (configuration not stated)	?	?
CC(C)c1ccc(-n2nnnc2SCCCn2c(=O)c3c(ncn3C)n(C)c2=O)cc1	-4.2%	-29.6%
CCOc1ccccc1C(=O)OCC(=O)NCCc1ccc(OC)cc1	-1.5%	6.3%
COc1ccc2c(c1)-c1nc(NC(=O)c3cccc(Br)c3)sc1CC2	-9.3%	131.1%[activator]
CC1CCN(C(CNC(=O)c2ccccc2SC(F)F)c2cccs2)CC1 (configuration not stated)	2.9%	0.1%
Cc1ccc(CNC(=O)c2ccc(Cn3c(=O)c4ccccc4n(CC(=O)Nc4ccc(C)cc4C)c3=O)cc2)cc1	-5.5%	18.3%
Cc1ccc(NC(=O)C2CCCN2S(=O)(=O)c2cccc3cccnc23)cc1C (configuration not stated)	-15.7%	?
COc1ccc(C2c3c(n(C)c4ccccc34)C(=O)N2CC(=O)Nc2ccc(F)cc2)cc1 (configuration not stated)	-0.4%	-2.5%
Cc1ccc(Cn2ccn(Cc3ccccc3C)c(=O)c2=O)cc1	17.5%	9.6%
COc1ccc(-n2c(SCC(=O)N3CCCc4ccccc43)nc3c([nH]c4ccccc43)c2=O)cc1	-6.3%	-12.9%
Cc1ccc(C(=O)Nc2ccc3oc(-c4cccnc4)nc3c2)c(Cl)c1	-13.4%[57.5 µM]	23.4%[57.5 µM]
COc1ccccc1OCC(=O)Sc1ccc(Cl)cc1	-1.9%	-6.5%
CONC(=O)CSCC(=O)Nc1cccc(C)c1	10.0%	6.0%
O=C(CSc1nnc(-c2ccncc2)n1Cc1ccccc1)Nc1ccccc1C(=O)NC1CC1	-12.0%	-18.6%
Cc1cc2c(c(=O)o1)C(c1ccco1)C(C#N)=C(N)O2 (configuration not stated)	10.0%	8.9%

Three entries out of the list, arranged by number of heavy atoms, descending.
SMILES	UDG counterscr	AID inhibitor
O=C(O)CCCNc1cc(N2CCN(C3CCCCC3)CC2)c2noc3c2c1C(=O)c1ccccc1-3	-0.6%	-4.9%
CC1CCN(C(CNC(=O)c2ccccc2SC(F)F)c2cccs2)CC1 (configuration not stated)	2.9%	0.1%
COc1ccccc1OCC(=O)Sc1ccc(Cl)cc1	-1.9%	-6.5%

Further records follow:
SMILES	UDG counterscr	AID inhibitor
C/C(=N/O)c1ccccc1O	-0.7%	-0.7%
O=C(CSc1nc2cc(Cl)ccc2s1)N1c2ccccc2Sc2ccc(C(F)(F)F)cc21	-11.3%	-6.1%
O=C(NNC(=O)C1CCCCC1)c1c[nH]c2ccccc12	-3.7%	-4.0%
O=C(CCC(=O)c1cccs1)OC1CCOC1=O (configuration not stated)	-5.8%	-0.5%
Cc1cccc(-c2noc(C(C)Oc3ccc(Br)cc3)n2)c1 (configuration not stated)	-5.7%	-8.0%
Fc1ccc(C(Nc2ccc(Cl)c(C(F)(F)F)c2)c2nnc(-c3ccccc3)o2)cc1 (configuration not stated)	?	-25.1%
O=C(NCCc1ccc(C(F)(F)F)cc1)c1cccc2ncccc12	12.1%	0.9%
COCCn1c(SCC(=O)c2c[nH]c3ccccc23)nc2cc(C(=O)NCC(C)C)ccc2c1=O	8.6%	7.6%
Cc1ccc(S(=O)(=O)CC(=O)Nc2sc3c(c2C(N)=O)CCCC3)cc1	-19.1%	2.4%
Cc1ccc(CNC(=O)CN(c2cc(C)cc(C)c2)S(=O)(=O)c2c(C)[nH]c(=O)[nH]c2=O)cc1	3.3%[57.5 µM]	11.9%[57.5 µM]
CCCC(C)NC(=O)c1c(C)c(-c2cccc(Cl)c2)nc2ccccc12 (configuration not stated)	-8.0%	-6.3%
COc1ccc(NC(=O)c2cc(C3CC3)nc3c2c(C)nn3-c2ccc(C)cc2)cc1OC	6.8%	-1.0%
Cc1ccc(C(=O)c2cc3ccccc3o2)c(C)c1	-5.4%	-7.1%
CCOC(=O)c1c(C)sc(-c2c(-c3ccc4c(c3)OCCO4)[nH]c3c2c(=O)n(C)c(=O)n3C)c1O	9.9%	9.1%
O=C(O)CCn1c(=O)c2cccn2c2cccnc21	-5.1%	9.1%
COc1cc(OC)c(NC(=O)N2CCc3cc(S(=O)(=O)N4CCC(C)CC4)ccc32)cc1Cl	-3.0%	4.4%
COc1ccc(CNC(=O)Cc2c(C(=O)O)c(C)cn2C)cc1	2.2%	-8.4%
Cc1nc2sccn2c(=O)c1S(=O)(=O)Nc1ccc(N2CCN(S(C)(=O)=O)CC2)cc1	-16.6%	122.1%[activator]
COc1ccc(N2CCN(C(=O)CS(=O)(=O)c3cccc4nsnc34)CC2)cc1	-15.6%	60.1%[activator]
O=S(=O)(NCc1ccnc(N2CCN(c3ccc(F)cc3)CC2)c1)N1CCCCC1	1.7%	-8.1%
CCOc1ccc(NC(=O)c2nn(CC)c(=O)c3ccccc23)cc1OCC	-9.2%	-0.1%
CC(=O)c1ccc(NC(=O)CSc2nnc3ccc(-c4ccc(Cl)cc4)nn23)cc1	3.0%	-11.9%
COc1ccc(C(=O)Nc2cc3cc(Cl)ccc3oc2=O)cc1OC	1.3%	5.8%
CCOc1ccc(-n2c(SCC(=O)NC3CCCCC3)nc3c([nH]c4ccccc43)c2=O)cc1	-1.3%	2.0%
O=[N+]([O-])c1cc(S(=O)(=O)Nc2ccccc2)ccc1N/N=C/c1cn(-c2ccccc2)nc1-c1ccccc1	-4.3%	-13.4%
C[N+]1(CC#Cc2ccccc2)CCC(c2ccccc2)(c2ccccc2)CC1	-23.4%	?
CCCCOCCCNC(=O)Cn1nc(C)c2ccccc2c1=O	-8.0%	-0.1%
c1cncc(-c2nc(Oc3cccc4ccccc34)c3ccccc3n2)c1	?	?
O=C(COc1ccccc1)Nc1cccc(-c2cn3cccnc3n2)c1	-14.6%	8.8%
CCN(CC)C(=O)Oc1ccc2c(=O)c(-c3ccc(OC)cc3)c(C(F)(F)F)oc2c1	1.5%	-6.4%
COc1ccccc1N1CCN(C(=O)CSc2nc3ccccc3nc2Cc2ccc(C)cc2)CC1	-8.3%[57.5 µM]	?
COc1ccc(C2C(C(C)=O)=C(O)C(=O)N2c2ccccc2)c(OC)c1 (configuration not stated)	-10.6%	-9.9%
CCOc1cccc(CNC(=O)c2ccc(N3CCCC3)c(NC(=O)NCc3ccccc3)c2)c1	6.2%	14.6%
O=C(CSc1nccn1Cc1ccc(Cl)cc1)NCc1ccccc1	7.9%	3.2%
C#CC1(O)CC(C)(C)NC(C)(C)C1	5.4%	-1.1%
N#Cc1ccccc1O	-12.0%	-9.2%
COc1ccc(C(=O)NCC(c2cccnc2)N2CCc3ccccc3C2)cc1 (configuration not stated)	3.5%	44.5%[activator]
CCc1cccc(NC(=O)Cn2c(=O)n(Cc3ccccc3)c(=O)c3c2c2cc(OC)ccc2n3C)c1	5.2%	25.4%
CCOC(=O)c1c(C)[nH]c(C)c1S(=O)(=O)N1CCCC(C(=O)N2CCN(c3ccccc3)CC2)C1 (configuration not stated)	6.7%	2.0%
COC(=O)c1cc(NC(=O)C(CC(C)C)NC(=O)c2ccccc2C)cc(C(=O)OC)c1 (configuration not stated)	5.2%	3.0%

Some of the entries so far, as labelled records:
Cc1ccc(C)c(C(NC(=O)c2ccccc2F)c2cccnc2)c1 (configuration not stated)
  UDG counterscr = 1.4%
  AID inhibitor = 0.1%
Fc1ccc(C(Nc2ccc(Cl)c(C(F)(F)F)c2)c2nnc(-c3ccccc3)o2)cc1 (configuration not stated)
  UDG counterscr = ?
  AID inhibitor = -25.1%

Next section.
SMILES	UDG counterscr	AID inhibitor
O=Cc1ccc(-c2cc(Cl)c(Cl)cc2Cl)o1	4.3%	-4.6%
CCn1ccc2cc(S(=O)(=O)N3CCC(C(=O)NCc4ccc(OC)cc4)CC3)ccc21	-5.4%	-10.0%
CCCCNC(=S)Nc1ccccc1Cl	-5.2%	-22.3%
COc1cc(Cl)c(C)cc1-n1cc(C(=O)c2cc(C)ccc2O)cc(C#N)c1=O	3.2%	-1.7%
COc1ccc(Cn2cc(C(=O)c3ccc(F)cc3)c(=O)c3cc4c(cc32)OCCO4)cc1	-2.4%	17.3%
Cc1cccc(Nc2nnc(-c3ccc(C)c(S(=O)(=O)N4CCN(C)CC4)c3)c3ccccc23)c1	-14.0%	?
COc1cc(NC(=O)c2cc3c(=O)n(Cc4ccco4)ccc3nc2C)cc(OC)c1OC	-9.7%[57.5 µM]	4.1%
CCC(CC)CN(CC(=O)NC(N)=O)CC(=O)OC	7.9%	-6.0%
COc1ccc(CCNC(=O)c2ccc3c(c2)ncn3-c2ccc(C)cc2C)cc1OC	-9.8%	?
COC(=O)c1ccc(NC(=O)C(NC(=O)c2ccc(OC)cc2)C(C)C)c(C)c1 (configuration not stated)	-4.1%	-2.4%
CC1CCN(S(=O)(=O)c2ccc(C(=O)Nc3nc4ccc(F)cc4s3)cc2)CC1	2.6%	-7.2%
Cc1ccc(C(C)NC(=O)C2CCCO2)cc1 (configuration not stated)	-1.2%	2.4%
CCOc1ccc2c(c1)c(=O)c(C(=O)c1ccc(CC)cc1)cn2CC(=O)Nc1ccccc1C	-16.6%	-3.4%
Cc1ccc2[nH]cc(C(C(=O)O)N3CCN(Cc4cccc5ccccc45)CC3)c2c1 (configuration not stated)	-9.8%	-0.2%
CCC(C)NC(=O)CCc1c(C)nc2nc(-c3cc(OC)cc(OC)c3)nn2c1C (configuration not stated)	6.2%	-7.0%
CCOc1ccccc1N(CC)C(=O)Cn1ncc2c1-c1ccccc1OC2	?	?
CCN1C(SCc2ccccc2C)=NS(=O)(=O)c2ccccc21	3.3%	-13.5%
CC(C)N1CCc2nc(SCC(=O)Nc3cccc(F)c3)[nH]c(=O)c2C1	-6.5%	12.4%
Cn1nc(-c2ccccc2)c(-c2ccccc2)c(C(=O)Nc2ccccc2C(N)=O)c1=O	-1.2%[57.5 µM]	-0.3%

Compound activity deposited in PubChem BioAssay by National Center for Advancing Translational Sciences (NCATS).
